GSK3B inh: human GSK3beta kinase inhibitors, primary screen, biochemical, cell-free homogeneous, HTS. Glycogen synthase kinase-3 beta (Homo sapiens), P49841. GST-GSK3beta kinase, ADP-Glo luminescence, 60 min; hits give low values. activity score (negative = inhibition), % at 10 µM. 300,000 tested, 0.038% active. AID 2097, 2009;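 active means more than half of replicate wells score below -50%, meaning over 50% inhibition versus plate controls; inconclusive means some replicates but at most half score below -50%; inactive means no replicate scores below -50%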;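 further: 0% = median DMSO wells and -100% = median GW8510 positive control wells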
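test system = GST-tagged human GSK3beta kinase, cell-free | reagent = 25 µM ATP with peptide substrate | dosing = one dose of 10 µM per compound | schedule = 60 min reaction, RT | detection = luminescent ADP-Glo measurement of ADP formed | control set = DMSO neutral wells and GW8510 at 20 µM as positive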
AI-2 QS modul: Vibrio harveyi AI-2 quorum sensing modulators, primary screen, JMH597 strain, luminescence/OD600 ratio. Vibrio harveyi JMH597 AI-2 luminescence/OD600 ratio, 9 h; hits give low values; strain lacks LuxN and CqsS sensors; 0 = neutral-control median. activity change, % at 7.5 µM. 300,000 tested, 0.4% active. AID 2094, 2009; in the data active means activity change below about -75%, passing the limit was not always enough; inconclusive means no clear call, values can overlap the other calls;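 further: luminescence divided by OD600 gain over 9 h not by final OD600 alone; inactives centre near 13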
PolyA inhibitor: polyadenylation inhibitors in yeast reporter cells, primary screen, luminescence, S. cerevisiae; S. cerevisiae SKY197-pL101 polyadenylation reporter, beta-gal luminescence; efflux-impaired pdr1/pdr3 knockout yeast; score 100 = 6 SD above DMSO; AID 1875, 2009; 300,000 tested, 0.02% active; calls only at 12 µM;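 active means lowest replicate activity score at least 50, where 100 means six control SD above control mean; inconclusive means lowest score under 50 but half or more replicates reach 50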;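 further: yeast exposed to compound for 9 h at 30 °C; higher score means more reporter readthrough which indicates perturbed polyadenylation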
Platelet DG rel: inhibitors of platelet dense granule secretion, primary screen, cell-based, MLPCN, human platelets; human platelet-rich plasma, SFLLRN dense granule ATP release, luminescence; inhibition, %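 (compounds screened at 7.5 µM in platelet-rich plasma)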; 300,000 tested, 0.22% active; AID 1663, 2009;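 active means mean replicate score, as percent of positive control, at or above 50; inconclusive means mean below 50 but at least one replicate at or above 50; inactive means mean and every replicate below 50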
HDAC3 inhib: HDAC3 deacetylase inhibitors, primary screen, biochemical, fluorescence, cell-free homogeneous; Histone deacetylase 3 (Homo sapiens), O15379; inhibition, % at 8.3 µM; 320,000 tested, 0.15% active; recombinant HDAC3, fluorogenic peptide/trypsin coupled; AID 2718, 2010; in the data active means inhibition above about 26%, passing the limit was not always enough; inconclusive means no clear call, values can overlap the other calls
Target sequence (O15379 whole entry, looked up): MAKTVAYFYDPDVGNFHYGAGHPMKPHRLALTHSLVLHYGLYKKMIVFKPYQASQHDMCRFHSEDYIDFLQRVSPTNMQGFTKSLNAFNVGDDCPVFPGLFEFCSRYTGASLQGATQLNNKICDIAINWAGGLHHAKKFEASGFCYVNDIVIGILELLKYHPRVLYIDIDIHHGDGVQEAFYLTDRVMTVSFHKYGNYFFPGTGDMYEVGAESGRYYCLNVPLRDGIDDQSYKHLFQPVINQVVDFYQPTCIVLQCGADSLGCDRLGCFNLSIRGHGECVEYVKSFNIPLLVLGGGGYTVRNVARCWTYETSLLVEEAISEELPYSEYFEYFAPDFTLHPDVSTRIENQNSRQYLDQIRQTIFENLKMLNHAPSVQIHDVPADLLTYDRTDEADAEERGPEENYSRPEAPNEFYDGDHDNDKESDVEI
GSK3 alpha inh: blockers of GSK3A enzyme activity – biochemical, luminescence, cell-free homogeneous, HTS, primary screen; Glycogen synthase kinase-3 alpha (Homo sapiens), P49840; GSK-3 alpha kinase, ADP-Glo luminescence, 60 min; inhibition, % at 10 µM; 320,000 tested, 0.1% active;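 in the data active means inhibition above about 50%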;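 further: GST-tagged GSK-3 alpha with peptide substrate and 25 µM ATP; 0% = DMSO neutral wells and 100% = GW8510 positive control wells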
Target sequence (P49840 whole entry, looked up): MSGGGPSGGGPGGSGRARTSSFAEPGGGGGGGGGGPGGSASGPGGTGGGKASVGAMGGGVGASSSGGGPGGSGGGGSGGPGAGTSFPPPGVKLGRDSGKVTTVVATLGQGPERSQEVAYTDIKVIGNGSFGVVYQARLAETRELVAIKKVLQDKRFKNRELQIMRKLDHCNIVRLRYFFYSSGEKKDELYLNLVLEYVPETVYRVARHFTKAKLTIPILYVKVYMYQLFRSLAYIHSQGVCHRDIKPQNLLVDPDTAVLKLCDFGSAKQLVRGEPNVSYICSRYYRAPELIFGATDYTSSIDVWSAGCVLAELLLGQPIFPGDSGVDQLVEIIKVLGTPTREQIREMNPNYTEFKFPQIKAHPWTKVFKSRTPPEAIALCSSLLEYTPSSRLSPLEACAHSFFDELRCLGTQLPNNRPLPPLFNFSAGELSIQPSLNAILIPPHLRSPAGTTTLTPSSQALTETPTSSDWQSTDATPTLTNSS
HSP90 refold inh: HSP90 inhibitors, primary screen, cell lysate, luminescence. AID 1789, 2009. Rabbit reticulocyte lysate, luciferase refolding luminescence, 3 h. 290,000 tested, 0.91% active. inhibition, % at 5.6 µM;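 active means inhibition above the screen-wide mean plus 3 SD, computed separately per campaign, cut at about 16% in these data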;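 further: 0% = DMSO wells and 100% = 60 µM geldanamycin wells; inhibitors lower the luminescence because luciferase stays unfolded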
Dyrk1A ADPGlo: rat Dyrk1A kinase inhibitors, primary screen, biochemical, single point, plate reader. inhibition, % at 12.5 µM. ADP-Glo luminescence, NFATc1 peptide. Dual specificity tyrosine-phosphorylation-regulated kinase 1A (Rattus norvegicus), Q63470. 310,000 tested, 0.43% active; in the data active means inhibition above about 50%;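 further: plate controls were vehicle with enzyme for no effect and no enzyme for full effect; many of its hits are not listed in these tables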
HSF1 inh: HSF1 inhibitors in luciferase reporter cells, primary screen, cell-based, NIH3T3, luminescence; NIH3T3-HGL HSE-luciferase, MG132-induced, luminescence 8 h; hits give low values; activity change, negative = inhibition, % at 7.5 µM (by protocol); 300,000 tested, 0.77% active; AID 2098, 2009;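 active means more than half of replicate wells show activity change below -50%, luminescence cut by over half; inconclusive means some wells, but at most half, below -50%; inactive means no replicate well below -50%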;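 further: luciferase reports HSF-1 transcriptional activity via heat shock element; 0% = median of DMSO wells and -100% = zero luminescence signal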
HSF-1 act: HSF-1 activators, primary screen, NIH3T3-HGL cells, MG132 stress, luminescence, single point; NIH3T3-HGL HSF-1 luciferase reporter, 8 h; 100% = twice DMSO control signal; activation, % at 9 µM; 300,000 tested, 1.7% active; AID 504408, 2011;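 active means mean replicate activation of at least 50% with a set share of replicates each reaching 50%; inconclusive means only one of those two conditions met; inactive means mean below 50% and too few replicates reaching it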;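 further: 0% = median of the neutral control wells and 100% = twice that signal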
Starred values were filed as active, the others as inactive; i = inactive; u = inconclusive; x = not tested or not shown. An excerpt; count on the stated rates, not on these rows.

SMILES	GSK3B inh	AI-2 QS modul	PolyA inhibitor	Platelet DG rel	HDAC3 inhib	GSK3 alpha inh	HSP90 refold inh	Dyrk1A ADPGlo	HSF1 inh	HSF-1 act
O=[N+]([O-])c1ccc2c(c1)c1ccccc1n2CCO	1	21	i	-3	11	1	2	5	14	20
Cc1ccc(C23CC4CC(CC(C(N)=O)(C4)C2)C3)cc1	-5	17	i	0	-8	2	3	5	7	6
COC(=O)c1c(NC(=O)COC(=O)[C@@H](NS(=O)(=O)c2ccccc2)C(C)C)sc2c1CCC2	0	-4	i	7	8	0	-5	-2	-1	3
CCOc1ccc(S(=O)(=O)NC(C)(C)C)cc1-c1nc2c(C(C)(C)C)nn(C)c2c(=O)[nH]1	4	18	i	3	3	7	-1	6	14	26
COc1ccc(C(=O)NNC(=O)CSc2nnc(-c3ccc(O)cc3)n2C)cc1	-2	27	i	8	4	5	3	-9	4	-9
CC(OC(=O)c1cc(=O)[nH]c2ccccc12)C(=O)NC1CCCCC1C (stereo not given)	2	7	i	-2	-4	3	x	2	7	20
CC(=O)NC1c2ccccc2C(=O)N1Cc1ccccc1 (stereo not given)	-1	8	i	1	-3	0	1	x	-6	6
O=c1cc(O)c2sc3nc4c(c(C(F)(F)F)c3c2[nH]1)CCCCC4	1	28	i	-3	x	12	2	17	-4	-13
Nn1c(SCc2ccccc2)nc2ccccc21	5	-42	i	2	-5	2	3	3	23	38
COC(=O)C(NC(=O)CNS(=O)(=O)c1ccc(Br)cc1)c1ccccc1 (stereo not given)	1	27	i	0	8	-3	4	-5	19	54*
CCOC(=O)c1cc(=O)c2c([N+](=O)[O-])ccc(OC)c2o1	1	31	i	5	-5	-1	8	-8	-12	-22
COC(=O)c1cnc(N2CCCN(S(=O)(=O)c3ccc(C(F)(F)F)cc3)CC2)nc1C(F)(F)F	4	8	i	2	6	0	2	x	15	53*
O=C(NC(c1ccccc1)c1ccccc1)c1ccc(CO)cc1	0	-2	i	-3	2	-2	-2	0	1	-6
Cc1cccc(NC(=O)N(C)Cc2cccs2)c1	-2	-62	i	1	-7	5	0	-1	2	8
CCC(=O)N1CCc2cc(S(=O)(=O)N3CCN(c4cc(C)ccc4C)CC3)ccc21	x	17	i	-10	-1	-1	3	-3	-5	-1
O=C(CSc1ccccn1)Nc1ccc(NC(=O)CSc2ccccn2)cc1	0	7	x	-12	-1	x	-2	0	-2	19
O=C(CCNC(=O)N1CCn2c1nc1ccccc12)NCc1ccc(F)cc1	3	5	i	-9	-4	1	-1	3	-4	-2
Cc1ccccc1CN1CCNC(=O)C1CC(=O)O (stereo not given)	0	22	i	7	4	-3	0	-3	1	3
Cc1cccc(S(=O)(=O)c2c(N)n(/N=C/c3cccnc3)c3nc4ccccc4nc23)c1	4	28	i	1	7	0	-4	-2	-3	4
CCCC(=O)Nc1nnc(S(=O)(=O)N(C)Cc2ccco2)s1	0	25	i	-4	6	5	-2	0	-1	-5

Another view of two compounds above.
Structure,GSK3B inh,AI-2 QS modul,PolyA inhibitor,Platelet DG rel,HDAC3 inhib,GSK3 alpha inh,HSP90 refold inh,Dyrk1A ADPGlo,HSF1 inh,HSF-1 act
O=C(CCNC(=O)N1CCn2c1nc1ccccc12)NCc1ccc(F)cc1,3,5,i,-9,-4,1,-1,3,-4,-2
Cc1ccccc1CN1CCNC(=O)C1CC(=O)O (stereo not given),0,22,i,7,4,-3,0,-3,1,3

More entries follow.
SMILES	GSK3B inh	AI-2 QS modul	PolyA inhibitor	Platelet DG rel	HDAC3 inhib	GSK3 alpha inh	HSP90 refold inh	Dyrk1A ADPGlo	HSF1 inh	HSF-1 act
COc1ccc(NC(=S)N2CCCC(c3nc4ccc(C)cc4[nH]3)C2)cc1 (stereo not given)	0	13	i	2	7	1	-4	-1	-5	-6
Cc1ccc(CNC(=O)CCc2nnc3ccc(N4CCC5(CC4)OCCO5)nn23)cc1	0	19	i	-24	-4	-1	-4	x	-6	7
CCOC(=O)c1c(NCC2CCCO2)c2ccccc2[nH]c1=O (stereo not given)	3	13	i	-6	-3	x	4	0	-4	-8
COC(=O)C1=C(C)Nc2ncnn2C1c1ccc(C)o1 (stereo not given)	-1	15	i	37	0	15	-2	18	-1	-4
CCc1cccc(CC)c1NC(=S)NCCc1ccc(O)c(O)c1	1	-1	i	1	u	-1	-2	4	12	13
COc1ccc(F)c(CN2CCC(n3nccc3NC(=O)C3CCOC3)CC2)c1 (stereo not given)	0	12	i	0	0	0	2	5	-4	3
CCn1c(SCC(=O)NC2CCCc3ccccc32)nnc1-c1cccs1 (stereo not given)	-3	17	i	-5	3	1	-2	-2	-3	5
N#C/C(=C\c1ccc(OCc2ccc(F)cc2)cc1)C(=O)Nc1cccc(C(=O)O)c1	1	24	i	-1	-7	-2	-1	-3	35	26
COc1ccc([C@H]2/C=C\CN(S(=O)(=O)c3ccc(C)cc3)[C@@H](C)C(=O)N2Cc2ccc(F)cc2)cc1	3	-1	i	0	-5	1	x	x	11	x
COc1cccc2c1OC[C@@H](CO)[C@H]2N(C)C(=O)Nc1ccc(Cl)cc1	1	10	i	-5	1	-3	1	0	-4	0
Cc1ccc(/C=C/C(=O)Nc2cc(S(N)(=O)=O)ccc2O)cc1	0	19	i	-6	7	0	-3	-8	-4	10
O=C(NCC1CCCN1S(=O)(=O)c1cccs1)C(=O)Nc1ccc(F)cc1 (stereo not given)	1	12	i	x	-6	-7	x	3	2	12
Cc1ccccc1NC(=O)c1cccc(N2C(=O)C3C4CCC(C4)C3C2=O)c1 (stereo not given)	-2	4	i	3	8	-4	6	4	4	26
C/C=C\C=C/C(=O)Nc1cccc(C2=NOC3(C2)C[C@@H](C(N)=O)N(C(=O)c2ccccc2)C3)c1 (stereo not given in full)	1	16	i	-3	-4	-2	x	x	5	x
NNC(=O)CN1C(c2cccc(Cl)c2)=Nc2ccc(Br)cc2C1c1ccccc1 (stereo not given)	-1	6	i	1	4	1	2	0	-2	0
O=C(CN(c1ccccc1)S(=O)(=O)c1ccccc1)Nc1ccc(F)cc1	0	14	i	4	-9	-4	-1	3	-5	5
O=C(c1cc(Cl)nc2ccccc12)N(Cc1nnc(-c2ccc(Cl)cc2)o1)C1CC1	0	2	i	-13	-5	-2	x	10	-1	-10
CN(C)CCCOC(=O)CCc1ccccc1	2	9	i	5	8	2	0	-2	-4	-5
COc1ccc(C)cc1NC(=O)CN1CCN(S(=O)(=O)c2ccc(F)cc2)CC1	3	25	i	4	-1	-4	0	0	4	15
O=C(CSc1ncnc2c1oc1ccccc12)N1CCCc2ccccc21	0	40	i	3	-1	-2	-3	2	3	-10
Cc1ccc(N2C(=O)CC(NNC(=O)Cc3ccc(F)cc3)C2=O)cc1Cl (stereo not given)	-2	-9	i	2	-6	-4	6	1	-5	8
Cn1c(SCC(=O)c2ccc3c(c2)NC(=O)CO3)nc2ccccc21	1	14	i	-3	4	-1	5	-2	3	15
CCC(CO)NCc1ccc(Br)cc1 (stereo not given)	-4	25	x	0	0	-11	1	1	-4	-4
Cc1nc(-c2ccc3c(c2)OCCCO3)cs1	-6	27	i	6	41*	4	3	3	30	u
CC(=O)Nc1sc(NC(=O)c2ccc([N+](=O)[O-])cc2)nc1-c1cccs1	0	25	i	-3	-19	1	3	x	9	18
Cc1cc(C)cc(OCC(=O)N/N=C/c2ccncc2)c1	-24	-7	i	12	0	3	-4	6	-2	27
CSc1ccc(C2C(C#N)=C(N)Oc3c2ccc(=O)c2c(C)oc(C)c32)cc1 (stereo not given)	0	18	i	-3	-4	1	0	3	-1	0
CC(C)N=c1scc(-c2ccco2)n1/N=C/c1ccc(O)c(O)c1	x	x	x	x	2	3	2	2	x	x
CNC(=O)/C(C#N)=C/c1c(N2CCN(C)CC2)nc2c(C)cccn2c1=O	2	18	i	12	-4	-2	1	3	-1	6
COc1ccc(Cl)cc1S(=O)(=O)n1ccnc1	-5	-8	i	0	1	1	6	-1	-4	-6
Cc1nn(CCO)c2c1C(=O)CCC2	3	33	i	-1	-2	1	-2	4	-3	5
Oc1cccc(C(=S)N2CCC(Cc3ccccc3)CC2)c1	3	27	i	-1	-2	2	1	-3	0	16
CCOC(=O)C1(CCCc2ccccc2)CCN(C(=O)CN2C(=O)CSC2=O)CC1	-1	12	i	1	3	0	-3	-9	15	23
O=C1CCCC2=C1C(c1ccccc1)C1C(=O)c3ccccc3C1=N2 (stereo not given)	1	33	i	12	-2	1	1	-2	10	20
O=c1c(Cl)c(N/N=C/c2ccc(Cl)cc2)cnn1-c1ccccc1	0	13	i	2	2	-1	3	7	11	9
Cc1ccc2c(cnn2C(=O)CCCC(=O)NCc2ccc(Cl)cc2)c1	-1	23	i	7	0	0	-12	-2	-8	-23
Cc1ccccc1C(=O)NNC(=O)C1CCCN(c2ncccn2)C1 (stereo not given)	-3	-3	i	-3	-4	7	-1	-3	-1	5
O=[N+]([O-])c1ccc(CSc2nnc(-c3cccnc3)o2)cc1	1	-59	i	3	-2	1	2	-5	7	16
C/C(=N\NC(=O)CNc1ccccc1Cl)C(C)(C)C	-1	10	i	-7	2	-1	5	1	-4	1
Cc1cccc(OCCC(=O)NCC(=O)Nc2cccc(C)c2C)c1	0	11	i	5	-7	1	-2	-2	5	-1
COCCNC(=O)/C(C#N)=C/c1ccc2c(c1)OCO2	1	6	i	6	10	-2	0	0	-3	-11
COc1ccc(-c2cnc3nc(/N=C/N(C)C)nn3c2/N=C/N(C)C)cc1	-2	9	i	1	2	0	-1	-2	-10	-8
O=[N+]([O-])c1cc2c(c(CSc3ncccn3)c1)OCOC2	-2	8	i	0	x	-1	-7	0	1	6
O=C(c1ccc(CN2CCc3ccccc3C2)cc1)N1CCc2ccccc2C1	4	27	i	6	-4	-3	2	0	7	14
CC1CC(C)CN(CCCNC(=O)CN2C(=O)CSc3ccc(S(=O)(=O)N4CCCCC4)cc32)C1 (stereo not given)	-1	8	i	-32	-3	6	-1	-2	-3	9
Cc1ccc2cc(CCNC(=O)c3ccc(S(=O)(=O)N4CCOCC4)cc3)c(=O)[nH]c2c1	-1	23	i	1	3	0	-2	-4	-2	-2
COc1ccc(S(=O)(=O)N2CCCCCC2)cc1Br	1	13	i	5	x	x	2	1	0	-12

Screens deposited in PubChem by several laboratories.
